Compound activity as filed in PubChem.
D2 PAM: positively modulates the human D2 dopamine receptor allosterically; potentiation, % at 10 µM; 340,000 tested, 0.34% active; P14416; HEK293 T-REx D2, calcium flux, EC20 dopamine potentiation;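 active = potentiation over 3 SD above the plate norm, cut at about 30% in these data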; also: 0% is about no effect
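Potentiation of an EC20 dopamine calcium response measured kinetically over 180 s, after a preceding 180 s compound-only read flagging agonists. Cells: inducible Hek293 Trex D2 line, 4000/well, cultured overnight at 30 C before dye loading.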
D1 agonist: human D1 receptor agonism; P21728; HEK293 T-REx D1 cells, calcium flux, agonist mode; activation, % at 2 µM; 360,000 tested, 1% active; AID 504660; in the data active = activation above about 30%; also: 0% is about no effect
Target sequence (P21728 whole entry, looked up): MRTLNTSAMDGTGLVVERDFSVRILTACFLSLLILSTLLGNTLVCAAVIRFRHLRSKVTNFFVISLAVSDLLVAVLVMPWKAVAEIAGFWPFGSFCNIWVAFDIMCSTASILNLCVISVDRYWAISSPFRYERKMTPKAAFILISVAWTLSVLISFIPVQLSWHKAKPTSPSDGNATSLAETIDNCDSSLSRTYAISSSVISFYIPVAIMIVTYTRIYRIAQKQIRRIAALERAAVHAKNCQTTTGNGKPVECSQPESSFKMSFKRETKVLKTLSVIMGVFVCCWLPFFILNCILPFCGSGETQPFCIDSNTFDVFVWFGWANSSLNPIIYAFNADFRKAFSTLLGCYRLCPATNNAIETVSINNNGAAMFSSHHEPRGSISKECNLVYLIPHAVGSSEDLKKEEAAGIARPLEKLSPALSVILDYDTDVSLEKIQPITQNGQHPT
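Tetracycline-induced HEK293 TREx D1 cells, force-coupled to calcium signalling, were dye-loaded with a no-wash calcium kit. Compound was pin-added after a 10 s baseline. Fluorescence was read kinetically at 1 cycle/s for 180 s, with calcium rises flagged as agonism.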
D1 potentiator: enhances dopamine response at the human D1 receptor; HEK293 TREx D1 cells, calcium flux, dopamine EC20 potentiation; AID 504651; 360,000 tested, 0.036% active; P21728; potentiation, % at 10 µM; in the data active = potentiation above about 30%; also: 0% is about no effect
TRHR ag: activates the human TRH receptor; TRHR cells, calcium flux fluo-8, FDSS agonist mode; activation, % at 2 µM; P34981; 360,000 tested, 0.18% active; in the data active = activation above about 30%; also: 0% is about no effect
Target sequence (P34981 whole entry, looked up): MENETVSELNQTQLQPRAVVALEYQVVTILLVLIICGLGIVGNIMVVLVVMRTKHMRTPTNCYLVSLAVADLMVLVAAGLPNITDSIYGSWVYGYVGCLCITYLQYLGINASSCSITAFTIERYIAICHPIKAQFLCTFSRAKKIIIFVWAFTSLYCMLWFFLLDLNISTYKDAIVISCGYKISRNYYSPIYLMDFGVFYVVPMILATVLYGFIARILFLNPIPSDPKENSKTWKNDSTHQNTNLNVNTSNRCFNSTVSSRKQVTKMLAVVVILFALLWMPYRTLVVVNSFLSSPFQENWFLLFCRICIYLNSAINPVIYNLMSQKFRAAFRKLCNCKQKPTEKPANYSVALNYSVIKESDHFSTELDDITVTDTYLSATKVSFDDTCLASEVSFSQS
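Read-out: compound-evoked intracellular calcium rise in TRHR cells, fluo-8 dye, kinetic FDSS fluorescence at 1 s/cycle following a 10-cycle baseline. Cells cultured overnight before dye loading (30 min–1.5 h, RT).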
RXFP1 ag: activates the human relaxin receptor RXFP1 | Q9HBX9 | HEK293T-RXFP1 cAMP TR-FRET, 30 min; response scale: percent of porcine relaxin response, buffer zero | Potency, µM (series often up to 57.5 µM), without a hit: at the top dose activation, usual class: activators | 370,000 tested, 0.3% active | AID 2676; also: potency is read from the fitted curve at half-maximal effect; % is scaled to controls: 0 for no effect and ±100 for the full control effect; nearly all actives have a fitted effect of over 60% in size; many of its hits are not listed in these tables
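HEK293T cells stably expressing RXFP1 were pretreated with the PDE4 inhibitor Ro 20174, exposed to compounds for 30 min at 37C, lysed, and cAMP was read by TR-FRET. Data normalized to buffer (basal) and 29 nM porcine relaxin (100%).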
D1 antag: human D1 dopamine receptor antagonism. HEK293 TREx D1 cells, calcium flux, dopamine EC80; hits give low values. activity change, negative = inhibition, % at 10 µM. 360,000 tested, 3.2% active. AID 504652; in the data active = activity change below about -30%; also: % is scaled to controls: 0 for no effect and ±100 for the full control effect
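Kinetic fluorescence of a calcium dye serves as the read-out. D1-expressing Hek293 Trex cells, induced overnight at 30 C, are exposed to compound for 180 s before an EC80 dopamine addition, then read 180 s further.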
RXFP1 antagonist: RXFP1 (human) relaxin receptor antagonism; HEK293-RXFP1, relaxin-stimulated cAMP HTRF, 30 min; hits give low values; activity change, negative = inhibition, % at 57.5 µM; 350,000 tested, 0.59% active; AID 1259400;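 active = activity change of -60% or lower, but not beyond a set lower limit; inconclusive = change between -60% and -40%, or beyond the set limit; inactive = change above -40%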; also: % is scaled to controls: 0 for no effect and ±100 for the full control effect
Anesthetic bind: binds horse apoferritin like a general anesthetic; apoferritin/1-aminoanthracene competitive binding, fluorescence; Potency, µM (top dose mostly 77.5 µM), for the others: top-dose activity change, negative = displacement, most hits filed as inhibitors; 350,000 tested, 0.074% active; AID 485281; P02791; also: potency is read from the fitted curve at half-maximal effect; % is scaled to controls: 0 for no effect and ±100 for the full control effect; nearly all actives have a fitted effect of over 20% in size
Target sequence (P02791 2-175 limits assumed): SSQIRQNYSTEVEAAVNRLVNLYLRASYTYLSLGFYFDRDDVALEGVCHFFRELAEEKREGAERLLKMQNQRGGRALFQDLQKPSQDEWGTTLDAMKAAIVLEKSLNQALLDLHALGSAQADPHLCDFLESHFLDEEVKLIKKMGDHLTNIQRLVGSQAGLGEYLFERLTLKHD
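Concentration-response curves derived by four-parameter Hill fitting of normalized fluorescence, where compounds displaced 1-AMA from 10 uM horse apoferritin following a brief 10 min room-temperature incubation; propofol titration acted as positive control.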
TRHR enhancer: TRH receptor (human) allosteric enhancement | P34981 | TRHR cells, fluo-8 calcium fluorescence, EC20 TRH enhancement | enhancement, % at 2 µM | 360,000 tested, 0.66% active; in the data active = enhancement above about 30%; also: 0% is about no effect
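TRHR-expressing cells loaded with fluo-8 calcium dye were read kinetically (ex 480/em 530) during compound addition, then stimulated with an EC20 of TRH (10 nM final). Enhancement of the Gq-mediated intracellular calcium response was scored.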
* hit, by the source's call; ? = inconclusive; / = no result given; & = joins results of further samples. Unless noted, calls follow the shape of the dose curve; as a rule, active = well fitted curve in the direction sought with a large enough effect; inconclusive = small, poorly fitted or top-dose-only effect, or another doubt; inactive = no such curve, though single readings can be large; an effect the other way counts as inactive or inconclusive. A portion of the library; count on the stated rates, not on these rows.

Below each compound – D2 PAM, D1 agonist, D1 potentiator, TRHR ag, RXFP1 ag, D1 antag, RXFP1 antagonist, Anesthetic bind, TRHR enhancer
- CCOC(=O)C1CCN(S(=O)(=O)c2cccc(C(=O)Nc3ccccc3)c2)CC1
  -2, 4, -8, -0.3, 2.4%, -8, -12, -6%, -8
- Cc1cc(Nc2ccc(C(C)C)cc2)nc(-n2nc(C)cc2C)n1
  -5, -1, 3, -0.7, 16%, 12, ?, -22%, 2
- CCOC(=O)c1c[nH]c(=S)n(-c2ccccc2)c1=O
  -5, -1, 0, 0.0, -2.3%, 2, /, /, -2
- COc1ccc(-n2nc(C(=O)NCC(=O)NCC3COc4ccccc4O3)c3ccccc3c2=O)cc1 (configuration not stated)
  0, 1, -1, 0.0, 1.9%, 7, 7, -8%, -5
- Cc1ccc2nc3ccc(N4CCCCCCC4)nn3c(=O)c2c1
  4, 1, -6, -1.1, 0.8%, 7, -13, -17%, -4
- CC(C)(C)C1CCC(OC(=O)C[N+]2(C)CCCCC2)CC1 (configuration not stated)
  -5, 3, -5, -1.2, -3.6%, 0, -15, -3%, 0
- COc1ccccc1C(=O)NNC(=O)c1ccc(F)cc1
  5, 1, -3, -0.1, -0.6%, 0, -17, 4%, -4
- COc1ccccc1NC(=S)N1CCN(c2nc(-c3ccccc3)cs2)CC1
  -1, 1, 2, -0.6, -0.6%, -14, -12, -2%, 0
- CN(C(=O)C1CCCC1)C1CCS(=O)(=O)C1 (configuration not stated)
  7, 2, 0, -0.2, -0.3%, 5, 2, /, -2
- CCCCn1c(N)c(N(CCC(C)C)C(=O)C2=NN(c3ccccc3)C(=O)CC2)c(=O)[nH]c1=O
  -14, 0, 5, 0.9, 1.7%, -4, -1, /, -7
- CC(C)CNC(=O)COc1ncnc2ccccc12
  -3, 1, -2, 0.6, -0.1%, /, 7, -9%, 4
- Cc1cccc(N2CCN(C(=O)c3ccc4nc(-c5ccco5)c(-c5ccco5)nc4c3)CC2C)c1 (configuration not stated)
  2, 0, -3, 0.0, -0.3%, 5, -15, -10%, 5
- CCOC(=O)c1ccc(N=C2NC(=O)CS2)cc1
  /, 0, -1, 0.0, 1.6%, 14, 3, -3%, -5
- COc1ccc(OCc2nc(-c3ccc(-n4cccc4)cc3)no2)cc1
  1, 5, 0, 1.1, 4.6%, -5, -4, -6%, 3
- COc1cc(/C=C/c2[nH]c(=O)[nH]c(=O)c2[N+](=O)[O-])cc([N+](=O)[O-])c1O
  6, 3, -6, 0.8, 0.2%, -10, 4, -4%, 1
- Cc1ccc(-c2csc(NC(=S)NC(=O)/C=C/c3ccco3)n2)cc1
  6, 1, -4, 0.5, 0.2%, 0, -16, -22%, 5
- Cc1ccc2c(c1)N(CC(=O)NCCCN1CCOCC1)C(=O)c1cccnc1O2
  -4, 2, -6, 0.0, 7.2%, 9, 2, -11%, -2
- O=C(CCc1nnc2ccc(NCc3ccco3)nn12)N1CCN(c2ccc(F)cc2)CC1
  -7, -1, 1, -0.1, 8.2%, 0, 29, -4%, -4
- Cc1c(Cl)cccc1NC(=S)NCc1cccn1C
  3, 5, -5, 0.4, -1.1%, -20, -37, -10%, 6
- COc1cc(OC)c2ccc(=O)oc2c1C(CC(=O)N1CCCC1)c1ccc(N(C)C)cc1 (configuration not stated)
  -2, 1, -8, -0.1, 4.1%, 3, /, -17%&-4%, -14
- Cn1c(NC(=O)/C=C/c2ccc(Cl)c(Cl)c2)cc(=O)n(C)c1=O
  -3, 3, 2, 0.3, 3.4%, 16, 2, 2%, 23
- COc1ccccc1-n1c(=O)c(C#N)c(-c2ccc([N+](=O)[O-])cc2)c2cc(C(=O)c3cc(F)ccc3O)cnc21
  -4, 0, -1, 0.3, 3.0%, -1, 4, ?, 2
- O=C(NCCC1=CCCCC1)c1cc(S(=O)(=O)N2CCOCC2)ccc1Cl
  -1, 5, -8, 0.3, -0.2%, -22, 9, /, -6
- COc1cc2ncnc(NCc3ccc4c(c3)OCO4)c2cc1OC
  -12, 1, 14, 0.5, 0.9%, 0, 2, -6%, -4
- COC(=O)c1ccc(COc2cccc(OC)c2)o1
  10, 0, -2, 0.1, -0.8%, -22, 18, -2%, 0
- CSc1ccccc1NC(=O)Nc1ccc(F)c(Cl)c1
  -21, 9, -4, -0.1, 1.2%, -32*, 2, -9%, -5
- CCN(C(=O)c1c(-c2ccccc2Cl)noc1C)C1CCCCC1
  47*, -2, 0, -1.3, 0.9%, -3, -4, 4%, -3
- CCOC(=O)Cc1csc(NC(=O)c2c(O)c3ccccc3n(C)c2=O)n1
  -2, 0, -4, -0.1, 1.1%, 0, /, -15%, 1
- COc1ccc(Cn2c(=O)cc(C)[nH]c2=S)cc1
  -10, 2, -2, 1.0, -0.8%, -1, -1, -10%, 1
- CCN(CC)S(=O)(=O)c1ccc(-c2nnc(SCC(=O)Nc3ccc(OC)c(OC)c3)o2)cc1
  12, 4, 2, 0.4, -0.4%, -5, -8, -12%, -3
- Cc1ccc(C(O)CN2C3=NCCCN3c3ccccc32)cc1 (configuration not stated)
  5, 1, -6, 0.5, -0.4%, 4, -25, -3%, 4
- CCOc1ccc(NC(=O)NC(C)c2c(-n3cccc3)sc3c2CCN(CC)C3)cc1 (configuration not stated)
  2, 43*, 2, 9.8, 2.8%, -7, -7, 1%, 31*
- Cc1ccc(S(=O)(=O)c2c[nH]c3ccc(C)cc3c2=O)cc1
  12, 0, -1, 0.5, 21%, -5, 4, 2%, 1
- CCC(CC)NCc1ccc(OC)cc1OC
  -7, 3, -5, 1.3, -1.1%, 7, -10, 9%, -8
- CC(C)(C)NC(=O)C1CC(=O)OC12CCOC(C)(C)C2 (configuration not stated)
  21, 3, -5, 0.8, -0.5%, 16, 5, 0%, 3
- COc1cc(F)c(S(=O)(=O)N2CCN(S(=O)(=O)c3ccc4c(c3)OCCO4)CC2)c(F)c1
  /, 5, -2, 1.9, /, 20, /, /, 2
- COc1ccc(OCCNC(=O)/C=C/c2ccccc2)cc1
  -5, -3, 4, -0.1, -0.9%, 13, -5, -23%, 5
- O=C(O)CCn1cc(/C=C\C(=O)c2ccc(Cl)cc2)c(-c2cccc(Br)c2)n1
  -7, 1, 3, 0.2, 3.3%, -2, -18, 3%, 2
- CCN(CC)S(=O)(=O)c1ccc2c(c1)N(CC(=O)Nc1ccc(F)cc1)C(=O)CO2
  -2, -1, -3, 0.1, -0.2%, 8, 3, -1%, -2
- C/C(=N\Nc1ccccc1)c1c(O)cc(C)oc1=O
  12, 2, 0, 0.1, -1.5%, -8, -5, -3%, -5
- CCOC(=O)N1CCN(C(=S)NC(=O)c2cc(Br)ccc2Cl)CC1
  1, 2, 1, -0.1, 0.3%, 7, -3, -2%, 0
- Cc1ccc(-c2cccc(C(=O)NCc3ccccc3)n2)c2ccccc12
  11, -3, -3, -0.4, 0.1%, 0, /, 1%, -2
- NC(=O)CSC1=N/C(=C\c2ccco2)C(=O)N1c1ccc(OC(F)F)cc1
  -1, 4, -5, 0.2, -0.5%, 12, 10, -16%, 1
- COc1ccc(N=c2oc3cc(O)ccc3cc2C(=O)Nc2ccccn2)cc1OC
  6, 1, -2, 1.0, 3.5%, 9, -2, -12%, 3
- N#C/C(=C\c1ccc(O)cc1)C(=O)NCc1cccc(Cl)c1
  -5, 53*, -10, -1.4, 0.0%, -21, -19, 5%, 13
- CC1CCN(c2ccc(N3C(=O)C4CCCCC4C3=O)cc2[N+](=O)[O-])CC1 (configuration not stated)
  -3, -1, 3, -0.2, 2.7%, 1, 14, 7%, -5
- O=C(CSc1nnc(-c2cccs2)o1)Oc1ccccc1Cl
  4, 1, -2, 0.0, -4.8%, 3, -5, -3%, -2
- O=C(NCC1CCCO1)c1cn(Cc2ccccc2)nc1-c1ccccc1 (configuration not stated)
  19, 0, -9, 0.5, 0.2%, 3, -2, /, 11
- c1ccc(CSc2ncn[nH]2)nc1
  -4, 2, 0, 0.2, -0.2%, 6, -17, 1%, -4
- COc1ccc(CCNc2oc(Cc3cccc4ccccc34)nc2C#N)cc1OC
  /, 10, -5, -0.6, 1.3%, -13, 0, 14%, -7
- CCCCN1CC(O)=C(c2nc(-c3ccc(Br)cc3)cs2)C1=N
  -8, 2, -7, -1.6, -1.3%, 9, -7, 3%, 7
- COc1ccc(-c2cn3c(C)c(C(=O)Nc4cc(NC(C)=O)ccc4OC)sc3n2)cc1
  -8, 1, -2, -0.2, 23%, -14, -38, 19%, -2
- COc1cc(CNn2cn[nH]c2=S)cc(Br)c1OCc1ccccc1F
  10, 0, -1, 1.0, -0.8%, /, -8, -15%, 3
- CCC(c1nnnn1Cc1ccco1)N1CCN(C(=O)c2ccco2)CC1 (configuration not stated)
  -2, 1, 2, 0.2, 0.7%, -2, 4, -9%, 2
- COC(=O)c1ccc(CSc2nc3c(cnn3-c3ccc(C)c(C)c3)c(=O)[nH]2)o1
  5, 1, -2, 0.5, 7.2%, -5, 14, 1%, 2
- O=C(c1cccc(S(=O)(=O)N2CCN(c3ccc(F)cc3)CC2)c1)N1CCCC(C(F)(F)F)C1 (configuration not stated)
  -1, 6, -3, -0.1, 0.4%, -18, -15, /, -5
- Cc1ccc(C)c(CN2C(=O)c3ccccc3Sc3ccc(C(=O)NCCCOC(C)C)cc32)c1
  -2, 3, -3, 0.2, -0.5%, 21, -9, -7%, -7
- COc1cccc2cc(-c3nc(Cl)c4c5c(sc4n3)CC(C)CC5)c(=O)oc12 (configuration not stated)
  /, -1, 0, 0.6, 6.6%, 7, /, 1%, 0
- CCOc1ccc(NC(=O)Cn2c(=O)oc3cc(S(=O)(=O)NC4CCCC4)ccc32)cc1
  9, 0, -2, -0.1, 2.8%, 19, /, -12%, 11
- O=C(NC1=NCCS1)Nc1ccccc1
  -5, 3, 5, 0.1, -0.6%, 37, 25, -6%, 0
- Cc1cccc(NC(=S)NNC(=O)c2csc3c2CCC(C)C3)c1 (configuration not stated)
  4, -2, 0, -0.7, 2.3%, 0, 11, ?, 0
- CC(NC(=O)COC(=O)Cc1ccsc1)c1ccccc1 (configuration not stated)
  4, 2, -3, -0.2, -0.2%, 0, 4, -14%, 5
